Bioassay records (PubChem)
CIT2-GFP yeast: modulators of CIT2-GFP expression in yeast, primary screen, S. cerevisiae, GFP fusion, multiplex flow cytometry, MLPCN library. S. cerevisiae CIT2-GFP strain, 3 h; 100 means same as DMSO wells. GFP response vs DMSO, % at 10 µM. 0.065% of 320,000 active. AID 2029, 2009;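 active means GFP response relative to DMSO above a set limit, near the screen mean plus 3 SD, cut at about 150% in these data; inconclusive means Fewer than 70 cells measured for a yeast strain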;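 further: ratio of well median GFP fluorescence to mean of DMSO wells on the plate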
RPL19A-GFP yeast: RPL19A-GFP expression modulators in yeast, primary screen, cell-based, S. cerevisiae, multiplex flow cytometry, MLPCN. S. cerevisiae RPL19A-GFP strain, 3 h; hits give low values. percent response vs DMSO, % at 10 µM. 0.3% of 330,000 active;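 active means percent response vs DMSO below 50%; inconclusive means fewer than 70 events counted for the yeast strain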;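 further: median channel GFP fluorescence of the barcoded RPL19A-GFP strain; ratio of sample median GFP to plate DMSO average so 100% = DMSO; lower means less RPL19A-GFP as with rapamycin TOR inhibition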
GRK2 aptamer HTS: compounds blocking aptamer binding on GRK2 – biochemical, human GRK2, bead flow cytometry, HTS, primary screen. 0.59% of 330,000 active. inhibition of aptamer binding, % at 10 µM. Beta-adrenergic receptor kinase 1 (Homo sapiens), P25098. FAM-aptamer displacement from GRK2;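 active means inhibition of aptamer binding above 40%, roughly 3 SD of noise, on plates passing a quality check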;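 further: median bead fluorescence of bound FAM aptamer so fluorescent compounds give negative values; no value below 0 was filed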
Yeast superoxide: reduction of superoxide in aged yeast, primary screen, HTS; S. cerevisiae aged cells, superoxide DHE fluorescence; hits give low values; superoxide response (% of plate mean), % at 10 µM; 0.18% of 330,000 active;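 active means superoxide response under a set limit, about three screen SD below normal, cut at about 65% in these data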;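 further: yeast aged for seven days with compound at 30 °C before DHE staining; 100% = average MFI of all compound-treated wells on the plate with controls excluded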
MEP2-GFP yeast: modulators of MEP2-GFP levels in yeast, primary screen, S. cerevisiae, multiplex flow cytometry, MLPCN library | 0.51% of 330,000 active | S. cerevisiae MEP2-GFP strain, 3 h; 100% = DMSO control level | GFP response vs DMSO, % at 10 µM;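 active means GFP response versus DMSO above a set limit, roughly screen mean plus 3 SD, cut at about 180% in these data; inconclusive means fewer than 70 cells counted for a yeast strain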;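 further: median GFP fluorescence of the barcode-gated MEP2-GFP cells per well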
LAP4 TOR yeast: modulators of LAP4-GFP expression in yeast, primary screen, S. cerevisiae, multiplex flow cytometry, MLPCN library; 3 h; median GFP as percent of DMSO wells; GFP response vs DMSO, % at 10 µM; 0.34% of 320,000 active;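 active means GFP response vs DMSO above a set limit, about the screen mean plus 3 SD, cut at about 150% in these data; inconclusive means under 70 cell events counted for the yeast strain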
VLA-4 inh: inhibition in human VLA-4 binding assay, primary screen, VLA-4 allosteric modulator project, MLPCN library, flow cytometry, VLA-4 expressing cells; inhibition, % (about 7 µM as worked out from the volumes in the protocol); AID 2557, 2010; ligand binding flow cytometry; 0.2% of 330,000 active; Integrin alpha-4 (Homo sapiens), P13612; in the data active means inhibition above about 50%
Target sequence (P13612 whole entry, looked up): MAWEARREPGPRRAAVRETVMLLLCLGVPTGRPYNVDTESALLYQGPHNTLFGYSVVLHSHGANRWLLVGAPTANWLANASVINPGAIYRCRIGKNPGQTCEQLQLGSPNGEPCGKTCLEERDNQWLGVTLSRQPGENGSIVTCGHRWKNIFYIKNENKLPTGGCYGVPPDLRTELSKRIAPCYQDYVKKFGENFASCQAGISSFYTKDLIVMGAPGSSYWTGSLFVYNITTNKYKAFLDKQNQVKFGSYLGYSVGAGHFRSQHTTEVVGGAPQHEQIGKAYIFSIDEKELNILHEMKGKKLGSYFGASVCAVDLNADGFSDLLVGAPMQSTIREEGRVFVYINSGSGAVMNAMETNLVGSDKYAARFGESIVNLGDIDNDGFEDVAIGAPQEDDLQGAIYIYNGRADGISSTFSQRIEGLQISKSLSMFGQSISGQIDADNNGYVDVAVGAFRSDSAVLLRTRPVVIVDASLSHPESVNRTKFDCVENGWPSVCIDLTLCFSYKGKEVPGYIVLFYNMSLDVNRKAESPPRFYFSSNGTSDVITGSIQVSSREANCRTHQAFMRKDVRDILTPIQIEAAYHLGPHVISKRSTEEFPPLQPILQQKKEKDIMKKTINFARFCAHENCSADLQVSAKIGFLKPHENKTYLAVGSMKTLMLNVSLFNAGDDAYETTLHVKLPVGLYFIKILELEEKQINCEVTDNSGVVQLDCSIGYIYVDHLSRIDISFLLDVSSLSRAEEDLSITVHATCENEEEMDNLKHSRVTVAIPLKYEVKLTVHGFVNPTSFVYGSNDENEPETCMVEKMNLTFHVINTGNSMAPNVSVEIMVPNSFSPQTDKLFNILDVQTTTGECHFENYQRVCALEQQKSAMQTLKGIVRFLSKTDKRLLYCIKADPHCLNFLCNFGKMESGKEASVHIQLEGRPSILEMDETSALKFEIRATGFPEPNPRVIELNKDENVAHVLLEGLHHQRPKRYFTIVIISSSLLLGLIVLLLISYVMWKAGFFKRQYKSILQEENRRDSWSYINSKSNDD
AGP1-GFP MLPCN: modulators of AGP1-GFP expression in yeast TOR pathway, primary screen, cell-based, multiplex flow cytometry, S. cerevisiae, MLPCN library | 3 h; GFP as percent of DMSO wells | GFP response vs DMSO, % at 10 µM | 0.02% of 320,000 active;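 active means GFP response relative to DMSO above a set limit, near screen average plus 3 SD, cut at about 150% in these data; inconclusive means fewer than 70 cells counted for the yeast strain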;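 further: median GFP channel fluorescence of the gated AGP1 strain per well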
Active calls of the source: *; ? = inconclusive; nt = no result given; [ ] = remark or other dose.

SMILES	CIT2-GFP yeast	RPL19A-GFP yeast	GRK2 aptamer HTS	Yeast superoxide	MEP2-GFP yeast	LAP4 TOR yeast	VLA-4 inh	AGP1-GFP MLPCN
CCn1c(/C=C/N(C(C)=O)c2ccccc2)[n+](CC)c2ccc(Cl)cc21	95	98	0	109	91	99	-34	99
CCn1ccnc1CNC(=O)C1CCC(=O)N(Cc2cccc(C(F)(F)F)c2)C1 (stereo unspecified)	105	107	5	132	111	107	21	109
CCOC(=O)C1=C(C)OC(N)=C(C#N)C1c1ccc(C)s1 (stereo unspecified)	92	99	2	103	105	97	7	101
C/C(Cc1ccccc1)=N\NC(=O)CNC(=O)COc1ccccc1	110	95	0	101	103	121	-1	125
COc1ccc(/C=C/c2c([N+](=O)[O-])c(=O)n(C)c(=O)n2C)c(OC)c1	93	93	0	104	96	97	-1	98
COc1ccccc1NC(=O)Cc1csc(NC(=S)Nc2ccc(C)cc2)n1	97	106	0	99	108	102	7	103
Cc1ccccc1C(C(=O)NCc1ccco1)N(CC1CCCO1)C(=O)Cn1nnc2ccccc21 (stereo unspecified)	97	96	4	98	100	95	16	94
Cc1cccc(C)c1NC(=O)COc1ccc2c(C)c(Cc3ccccc3)c(=O)oc2c1	117	109	0	102	114	94	-5	105
COc1cccc(/C=C/c2nc(S(=O)(=O)c3ccccc3)c(N(C)C)o2)c1	105	99	6	112	112	101	-3	64
CC(=O)OCC(=O)[C@@]1(O)CC[C@H]2[C@@H]3CCC4=CC(=O)C=C[C@]4(C)[C@@]3(Cl)[C@@H](Cl)C[C@@]21C	88	102	0	102	100	121	45	90
CCN(Cc1cc2cc(OC)ccc2[nH]c1=O)C(=O)Cc1ccc(OC)cc1	106	101	2	105	101	106	-1	107
CCN(CC(=O)Nc1cccc(C(C)=O)c1)S(=O)(=O)c1ccc(C)cc1	93	88	2	105	95	95	0	nt
COc1ccc(CCNC(=O)CSc2nc3[nH]ncc3c(=O)n2-c2ccccc2OC)cc1OC	96	96	2	101	84	109	4	105
CC1CN(C)C(C)C/C1=N/Oc1ccccc1[N+](=O)[O-] (stereo unspecified)	97	96	0	104	97	102	8	95
Cn1c(=O)c2[nH]c(N/N=C(/C#N)C(N)=O)nc2n(C)c1=O	104	97	0	107	104	111	-7	100
COc1ccc(C(=O)Nc2ccccc2C(=O)N2CCCCC2C)cc1 (stereo unspecified)	103	99	3	128	99	93	1	98
COC(=O)c1ccc(/C=N/OCC(=O)Nc2cc(F)ccc2F)cc1	92	95	0	99	95	100	7	97
Cc1ccc(CSC2=CS(=O)(=O)c3ccccc3N2)cc1	89	95	0	108	99	94	19	93
CC(=O)Nc1nc(=S)ss1	88	92	0	104	89	89	19	90
COC(=O)CCN(C(=O)c1cccc(OC(C)=O)c1)c1ccccn1	103	101	1	99	99	99	-31	113
CCOC(=O)C1=C(N)N(c2ccc(C)cc2)C2=C(C(=O)CCC2)C1c1cccs1 (stereo unspecified)	88	95	45*	81	106	88	8	89
O=C1CCN(Cc2ccc([N+](=O)[O-])cc2)CCN1CCO	86	100	1	97	91	105	19	88
CCOc1ccccc1NC(=O)CN1CCN(Cc2ccccc2)CC1	105	93	0	96	93	97	-15	100
COCCNC(=S)N1CCN(c2ccc(Cl)cc2)CC1	87	101	20	86	98	98	3	92
CCN1CCc2c(sc(NC(=O)c3ccc(S(=O)(=O)N(C)CC4CCCO4)cc3)c2C(N)=O)C1 (stereo unspecified)	96	100	2	107	105	114	-17	99
Cn1c(=O)cc(N2CCOCC2)[nH]c1=O	99	98	1	101	101	99	10	99
COc1ccc(OC)c(N(CC(=O)NC2CC3CCC2C3)S(=O)(=O)c2ccccc2)c1 (stereo unspecified)	107	100	2	98	100	92	-12	95
CC1=NOC(=O)/C1=C/c1ccc(-c2ccc(Cl)cc2)o1	88	91	1	119	99	149	41	77
Cc1ccc(NC(=O)C(=O)NN=C2CCCC2)cc1C	102	101	2	103	116	105	-4	98
CCOC(=O)c1c(C)c(C(=O)N2CCN(C(=O)c3ccco3)CC2)c(C)n1C	113	103	1	102	104	100	0	103

Shown as a hit in GRK2 aptamer HTS (from the list above):
Molecule	CIT2-GFP yeast	RPL19A-GFP yeast	GRK2 aptamer HTS	MEP2-GFP yeast	LAP4 TOR yeast	VLA-4 inh	AGP1-GFP MLPCN
CCOC(=O)C1=C(N)N(c2ccc(C)cc2)C2=C(C(=O)CCC2)C1c1cccs1 (stereo unspecified)	88	95	45*	106	88	8	89

(cont.)
SMILES	CIT2-GFP yeast	RPL19A-GFP yeast	GRK2 aptamer HTS	Yeast superoxide	MEP2-GFP yeast	LAP4 TOR yeast	VLA-4 inh	AGP1-GFP MLPCN
O=C(N/C(=C\c1cccnc1)C(=O)N1CCOCC1)c1ccco1	102	105	0	114	107	96	0	105
CC(C(=O)N1CCc2ccccc21)N1CCN(S(=O)(=O)c2cccs2)CC1 (stereo unspecified)	110	101	4	88	107	107	-10	108
CC(C)C1CC(CCN2CCCCC2)(c2ccccc2)CCO1 (stereo unspecified)	106	110	0	100	108	99	-7	97
CC(=O)N1CCc2cc(S(=O)(=O)CCC(=O)Nc3cc(C)cc(C)c3)ccc21	99	101	2	95	95	91	18	101
CN(CCC1CCCCO1)C(=O)CCc1nnc(C2CCCCC2)o1 (stereo unspecified)	107	93	0	91	103	99	-4	96
COc1ccc(Cl)cc1N(CC(=O)NCCSc1ccccn1)S(=O)(=O)c1ccccc1	90	89	1	94	79	93	6	87
COCCn1c(SCC(=O)Nc2cc(C)on2)nc2ccccc21	96	103	6	94	98	97	-2	100
COc1ccc(CNS(=O)(=O)c2ccccc2Br)cc1	87	93	0	100	95	103	3	89
Cc1onc(-c2ccccc2)c1C(=O)NC(=S)NNC(=O)c1ccccc1O	99	101	2	85	91	92	12	97
CC1(C)CC(=O)C(N=Nc2cccc(S(=O)(=O)N3CCOCC3)c2)=C(O)C1	102	101	0	89	101	101	4	106
CC/C(=N\NC(=O)c1ccc(N2CCCC2=O)cc1)c1ccccc1	95	96	0	106	96	86	-2	93
Cc1ccc(C(=O)CSc2nnc3ccccn23)c(C)c1	84	95	0	111	97	104	3	95
O=Cc1ccc(OCCCOc2cccc3cccnc23)cc1	95	97	1	104	107	84	1	89
Cc1ccc(N2CCN(C(=O)c3cc(COc4c(C)cccc4C)on3)CC2)c(C)c1	100	89	4	89	93	99	7	103
Cc1ccc(N(O)C(=O)OCCNC(=O)Nc2ccccc2)cc1	108	105	0	113	105	101	3	107
COc1cc2c3c(c1)/C(=C1/SC(NC(C)=O)=NC1=O)C(=O)N3C(C)(C)C=C2C	108	99	3	105	100	101	10	100
S=C1NCCc2ccccc2C1c1ccccc1 (stereo unspecified)	85	97	1	94	94	110	14	104
CC(C)C(NC(=O)OCc1ccccc1)C(=O)OCC(=O)N1C(C)CCCC1C (stereo unspecified)	94	105	0	102	103	100	-2	99
COc1ccc(S(=O)(=O)N2CCC(O)(c3cccnc3)CC2)cc1OC	99	101	3	102	99	105	8	101
CCCCN(CC)S(=O)(=O)c1ccc(C(=O)Nc2nnc(-c3cccs3)o2)cc1	94	95	0	103	99	92	-1	95
O=C(COC(=O)C1CCC(=O)N1)Nc1ccc(Cl)cc1Cl (stereo unspecified)	110	113	1	103	111	101	17	113
C=Cn1cc[n+](CC(=O)C(C)(C)C)c1	103	101	0	101	100	100	4	102
CC(C)NC(=O)Nc1n[nH]c(Nc2ccc(Cl)cc2)n1	101	98	0	86	98	113	10	112
O=C1CN(C(=O)COc2ccccc2Cl)c2ccccc2N1	94	91	0	117	91	101	-14	98
COc1ccc(NC(=O)CCc2ccccc2)cc1S(=O)(=O)N1CCCCC1	96	97	0	93	99	101	1	98
COc1ccc(C(=O)c2c(N)sc3c2CCN(C)C3)cc1	106	95	5	107	97	112	7	112
CC(C)(C)n1nc2c(c1NC(=O)COc1ccc(F)cc1)CS(=O)(=O)C2	97	100	0	104	86	84	-5	96
O=C(NCc1cccnc1)c1ccc2c(=O)n(CCCN3CCCC3=O)c(=S)[nH]c2c1	108	101	1	95	121	107	-17	109
CCn1c(=O)cc(O)c2ccccc21	105	103	0	102	105	97	25	108
COc1ccc(C(=O)OCCc2cc3ccccc3c(=O)o2)cc1	86	93	2	129	84	102	-11	93
N#C/C(=C\c1ccc(O)c(Br)c1)C(=O)NCc1ccccc1	122	109	13	102	115	128	-4	104
NC(=O)c1nsc(C(=O)N(c2ccccc2)C(C(=O)NCC2CCCO2)c2cccs2)c1N (stereo unspecified)	106	108	2	81	111	96	-27	107
CC(=O)N1CCN(c2nc3ccc(Br)cc3s2)CC1	97	95	2	101	98	105	-3	97
O=C1CC(c2ccc(S(=O)(=O)NCc3ccncc3)cc2)CN1 (stereo unspecified)	97	101	0	109	107	99	11	99
O=C(Cn1cnc2ccccc2c1=O)NCc1ccc2c(c1)OCO2	94	97	1	96	96	101	-5	94
COc1ccccc1NC(=O)CSC1CC(=O)N(c2ccc3c(c2)OCO3)C1=O (stereo unspecified)	94	99	0	96	101	103	11	99
COc1ccc(-c2noc3c2-c2nc(-c4ccccc4)sc2CC3)cc1	90	102	1	95	97	116	1	91
CC(C)C[C@H](NC(=O)c1nc[nH]c1C(=O)N1CCC(C)CC1)C(=O)OCc1ccccc1	97	100	2	95	95	105	22	90
CCOC(=O)c1oc2nc(CC(C)C)c3c(c2c1N)CCCC3	83	90	0	110	90	92	31	89
COc1ccc(/C(N)=N/OC(=O)/C=C/c2ccccc2)cc1	125	104	0	104	105	99	7	79
CCCC(=O)NC(c1ccccc1Cl)c1c(O)ccc2ccccc12 (stereo unspecified)	84	93	1	99	87	95	13	97
Cc1cccc(-n2c(CNC(=O)c3ccc(S(=O)(=O)N4CCCC4)cc3)n[nH]c2=S)c1	100	99	0	104	101	96	27	102
Cc1ccc(NC(=O)c2cccc(C(=O)Nc3ccc(C)cc3C(=O)O)c2)c(C(=O)O)c1	104	112	3	111	108	96	6	101
COC(=O)c1cn(C)c2ccc(S(=O)(=O)N3CCOCC3)cc2c1=O	100	95	0	105	101	101	1	100
CCCOc1ccc(C(=O)OCCN2CCCCC2)c(O)c1	103	94	1	93	86	106	6	98
N#Cc1cccc(NC(=O)CC2CCCC2)c1	100	102	1	91	108	109	9	99
NC(=O)C1CCN(C(=O)c2cc3c(s2)CCCCC3)CC1	96	100	17	133	99	99	9	104
CC1(OC(=O)c2ccco2)C(=O)C=C2C=C(c3ccc(C#N)cc3)OC=C2C1=O (stereo unspecified)	?	98[may fluoresce violet]	6	85	100[may fluoresce violet]	102[may fluoresce violet]	-9	26[may fluoresce violet]
Cc1ccc(NC(=O)CSc2nc3nc(C)c(Br)cc3[nH]2)cc1F	100	102	0	104	102	94	2	101
O=C(CN1C(=O)NC2(CCCC2)C1=O)NNC(=O)c1ccccc1F	90	90	0	84	92	80	-12	90
CC(C(=O)Nc1ccc2c(c1)OCCO2)n1nnc(-c2ccccc2)n1 (stereo unspecified)	101	101	1	98	102	101	4	102
COc1ccc(C(=O)CSc2n[nH]c(=O)n2Cc2ccco2)cc1	97	97	0	78	94	100	9	100
